BLM inh = qHTS Assay for Inhibitors of Bloom's syndrome helicase (BLM); RecQ-like DNA helicase BLM (Homo sapiens), P54132; recombinant BLM DNA unwinding, fluorescence dequenching; Potency, µM (titrated, usually from 56.1 µM), inactives show top-dose activity change, negative = inhibition, hits mostly inhibitors; hit rate 0.2% among 350,000; AID 2528, 2010;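 also: potency is read from the fitted curve at half-maximal effect; plate controls were vehicle for no effect and no enzyme for full effect; nearly all actives have a fitted effect of over 35% in size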
RXFP1 antag = qHTS Assay for Antagonists of the Relaxin Receptor RXFP1. HEK293-RXFP1, relaxin-stimulated cAMP HTRF, 30 min; stronger effect = lower value. activity change, negative = inhibition, % at 57.5 µM. hit rate 0.59% among 350,000. AID 1259400, 2018;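 active = activity change of -60% or lower, but not beyond a set lower limit; inconclusive = change between -60% and -40%, or beyond the set limit; inactive = change above -40%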; also: % is scaled to controls: 0 for no effect and ±100 for the full control effect
Pol iota inh = qHTS for Inhibitors of Polymerase Iota; DNA polymerase iota (Homo sapiens), Q9UNA4; Pol iota fluorescent replication assay, 10 min; Potency, µM (highest dose often 115 µM), without a hit: at the highest dose activity, negative = inhibition, hits mostly inhibitors; hit rate 1% among 390,000; also: potency is read from the fitted curve at half-maximal effect
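Pol iota at 10 nM preincubated 15 min with compounds at room temperature; reaction started with fluorescent substrate, 50 nM final. Fluorescence read kinetically at 0 and 10 min; buffer-only wells as negative control.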
Anesthetic bind = qHTS Assay for Identification of Novel General Anesthetics. apoferritin/1-aminoanthracene competitive binding, fluorescence. Ferritin light chain (Equus caballus), P02791. hit rate 0.074% among 350,000. Potency, µM (doses to about 77.5 µM), inactives show at the top dose activity change, negative = displacement, usual class: inhibitors; also: potency is read from the fitted curve at half-maximal effect; % is scaled to controls: 0 for no effect and ±100 for the full control effect; nearly all actives have a fitted effect of over 20% in size
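Horse-spleen apoferritin (10 uM) was mixed with 50% saturated 1-aminoanthracene in PBS, exposed to compounds for 10 min at room temperature, and read for fluorescence (ex 380 nm, em 535 nm). Competitive displacement was fitted with a four-parameter Hill equation.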
PGK inhibitor = qHTS Assay to Find Inhibitors of Phosphoglycerate Kinase. Phosphoglycerate kinase, glycosomal (Trypanosoma brucei brucei), P07378. PGK/GAPDH coupled, Kinase-Glo luminescence, 60 min. Potency, µM (series often up to 57.5 µM), without a hit: top-dose activity change, negative = inhibition, hits mostly inhibitors. hit rate 0.043% among 380,000. AID 602233, 2012; also: potency is read from the fitted curve at half-maximal effect; % is scaled to controls: 0 for no effect and ±100 for the full control effect; nearly all actives have a fitted effect of over 60% in size
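Recombinant glycosomal PGK reaction used 1,3-bisphosphoglycerate generated in-well by GAPDH (100nM final) in 100mM TEA pH 7.6, 5mM MgCl2, 0.01% Tween-20. After 60 minutes at room temperature, ATP was read by Kinase-Glo Plus luminescence end-point.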
APEX1 inh = qHTS Assay for Inhibitors of the Human Apurinic/apyrimidinic Endonuclease 1 (APE1) | hit rate 0.35% among 350,000 | recombinant APE1, TAMRA/BHQ-2 abasic DNA cleavage fluorescence | DNA repair nuclease/redox regulator APEX1 (Homo sapiens), P27695 | AID 2517, 2012 | Potency, µM (doses to about 65.8 µM), for inactives: at the highest dose activity change, negative = inhibition, hits mostly inhibitors;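 also: potency is read from the fitted curve at half-maximal effect; plate controls were vehicle for no effect and reference inhibitor for full effect; nearly all actives have a fitted effect of over 55% in size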
Target sequence (P27695 whole entry, looked up): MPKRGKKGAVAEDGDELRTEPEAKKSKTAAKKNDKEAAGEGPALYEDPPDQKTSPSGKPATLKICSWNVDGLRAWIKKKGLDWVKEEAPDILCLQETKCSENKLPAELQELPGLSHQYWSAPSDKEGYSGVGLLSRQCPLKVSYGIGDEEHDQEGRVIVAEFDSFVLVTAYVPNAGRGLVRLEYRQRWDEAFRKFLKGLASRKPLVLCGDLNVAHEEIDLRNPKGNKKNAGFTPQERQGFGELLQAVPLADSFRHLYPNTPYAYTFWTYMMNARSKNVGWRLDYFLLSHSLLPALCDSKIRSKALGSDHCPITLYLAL
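Substrate: short duplex with […] THF abasic site, 5'-TAMRA and 3'-BHQ-2, 50 nM final. APE1 at 0.75 nM, preincubated 15 min RT with compound. Fluorescence increase from first to third read measured activity.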
POLB inh = qHTS Assay for Inhibitors of DNA Polymerase Beta; AID 485314, 2010; hit rate 1.3% among 340,000; Potency, µM (top dose mostly 114 µM), for the others: at the highest dose activity change, negative = inhibition, hits mostly inhibitors; P06746; Pol beta primer extension/strand displacement, fluorescence kinetic; also: potency is read from the fitted curve at half-maximal effect; % is scaled to controls: 0 for no effect and ±100 for the full control effect
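Enzyme-only controls used 10 nM Pol beta; buffer lacking enzyme served as negative control. Compound preincubated 15 min, then 50 nM substrate added; 0 and 10 min reads at room temperature.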
POLK inh = qHTS for Inhibitors of Polymerase Kappa; DNA polymerase kappa (Homo sapiens), Q9UBT6; hit rate 0.53% among 400,000; Potency, µM (titrated, usually from 107 µM), without a hit: at the highest dose activity, negative = inhibition, hits mostly inhibitors; purified Pol kappa, fluorescent DNA synthesis assay, 10 min; AID 588579, 2011; also: potency is read from the fitted curve at half-maximal effect; % is scaled to controls: 0 for no effect and ±100 for the full control effect
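Kinetic fluorescence screen: compound preincubated 15 min RT with 10 nM enzyme; 50 nM substrate (final) initiates; reads at 0/10 min.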
POLH inh = qHTS for Inhibitors of Polymerase Eta. DNA polymerase eta (Homo sapiens), Q9Y253. recombinant Pol eta, fluorescent DNA replication assay. Potency, µM (highest dose often 114 µM), without a hit: at the top dose activity change, negative = inhibition, usual class: inhibitors. hit rate 1.2% among 390,000; also: potency is read from the fitted curve at half-maximal effect; % is scaled to controls: 0 for no effect and ±100 for the full control effect
Target sequence (Q9Y253 whole entry, looked up): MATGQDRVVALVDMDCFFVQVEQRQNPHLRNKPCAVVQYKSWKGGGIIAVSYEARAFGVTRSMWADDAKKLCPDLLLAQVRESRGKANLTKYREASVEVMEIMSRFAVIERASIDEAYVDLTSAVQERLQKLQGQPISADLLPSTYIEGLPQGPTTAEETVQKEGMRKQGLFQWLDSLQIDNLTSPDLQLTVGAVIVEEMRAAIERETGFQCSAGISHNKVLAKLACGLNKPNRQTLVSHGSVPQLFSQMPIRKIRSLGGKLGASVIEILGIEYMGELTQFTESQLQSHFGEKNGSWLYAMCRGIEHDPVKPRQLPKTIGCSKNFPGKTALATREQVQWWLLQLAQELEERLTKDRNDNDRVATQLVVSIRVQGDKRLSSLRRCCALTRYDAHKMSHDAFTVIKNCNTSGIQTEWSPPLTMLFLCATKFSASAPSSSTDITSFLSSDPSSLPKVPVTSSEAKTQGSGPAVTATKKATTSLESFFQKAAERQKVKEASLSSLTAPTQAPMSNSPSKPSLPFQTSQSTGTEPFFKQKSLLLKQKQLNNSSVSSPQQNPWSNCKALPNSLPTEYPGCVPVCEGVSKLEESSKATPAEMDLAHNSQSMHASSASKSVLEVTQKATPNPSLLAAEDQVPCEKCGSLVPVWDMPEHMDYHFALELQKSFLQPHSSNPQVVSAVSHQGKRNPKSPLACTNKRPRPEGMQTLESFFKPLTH
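Fluorescent replication assay: 50 nM final substrate added after a 15 min room-temperature compound preincubation with 10 nM enzyme. Signal taken at 0 min and again at 10 min.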
Active calls of the source: *; i = inactive; ? = inconclusive; . = not tested or not shown; [ ] = remark or other dose. Unless noted, calls follow the shape of the dose curve; as a rule, active = well fitted curve in the direction sought with a large enough effect; inconclusive = small, poorly fitted or top-dose-only effect, or another doubt; inactive = no such curve, though single readings can be large; an effect the other way counts as inactive or inconclusive. This is a subset. The share of hits here may be higher or lower than overall.

SMILES	BLM inh	RXFP1 antag	Pol iota inh	Anesthetic bind	PGK inhibitor	APEX1 inh	POLB inh	POLK inh	POLH inh
COc1ccccc1-n1cnc2c(c1=O)c1nc3ccccc3nc1n2-c1ccc(C)cc1	10µM*	-4	32%	-2%	.	4%	13%	2%	-20%
O=C(Cn1c(=S)[nH]c2ncccc2c1=O)NCCc1ccccc1	-2%	.	.	-4%	.	-12%	14%	.	.
CC(=O)Nc1ccc(SCC(CC(C)C)N2CCN(CCc3ccccc3)CCC2=O)cc1 (stereo not given)	0%	.	-5%	-7%	.	-4%	.	0%	.
O=C(Nc1ccc(F)c(Cl)c1)C1CCN(c2ncccn2)CC1	0%	.	23%	5%	-6%	.	-7%	-9%	?
CCc1cc(C(=O)N(C)CC(=O)N(CC(C)C)c2c(N)n(CC(C)C)c(=O)[nH]c2=O)sc1C	-4%	-8	20%	-10%	-4%	8%	42%	-2%	-7%
COc1cc(Nc2nc3ccccc3n3nnnc23)cc(OC)c1OC	-2%	.	4%	-8%	3%	-5%	1%	-15%	?
COc1ccc(-c2cc(C(=O)NCCc3ccc(OC)c(OC)c3)c3c(-c4ccc(F)cc4)[nH]nc3n2)cc1	-7%	-5	-3%	?	-9%	.	1%	-1%[60.1 µM]	-20%
O=C(O)CC(CC(=O)Nc1ccc(N2CCOCC2)cc1)c1ccccc1 (stereo not given)	-3%	-10	22%	-4%	-6%	-4%	-9%	2%	-19%
Cc1ccc(S(=O)(=O)NCc2ccc(C(=O)N3CCN(Cc4ccccc4)CC3)cc2)cc1	-3%	-3	-14%	-2%	2%[11.5 µM]	-6%	-13%	-2%	3%
O=C(OCCN1CCOCC1)c1ccccc1Cl	.	3	38%[activator]	.	-10%	.	.	-5%	-2%
CC1CCCN(C(=O)c2ccc(CNc3c(N4CCCCC4)c(=O)c3=O)cc2)C1 (stereo not given)	1%	.	-15%	-23%	i	2%	1%	-2%	-3%
CCN(CC)C(=O)C1CCCN(Cc2ccc3ccccc3c2)C1 (stereo not given)	3%	1	15%	-7%	i	1%	?	1%	-8%
O=C(Nc1nc2c(s1)CCCC2)C1COc2ccccc2O1 (stereo not given)	-1%	.	24%	-2%	-6%	3%	-2%	0%	-21%
CC(C)CC1NC(=O)C(CC(C)C)N(CO)C1=O (stereo not given)	.	6	-5%	.	3%	.	.	-9%	-9%
CCc1ccccc1NC(=O)c1cc(S(=O)(=O)N2CCCC2)c[nH]1	-4%	.	?	-10%	-4%	-11%	-22%	-4%	-8%
COc1ccc(NC(=O)C2CCN(S(=O)(=O)c3ccc4[nH]c(=O)oc4c3)CC2)c(OC)c1	-2%	-19	7%	-12%	-5%	-9%	41%	-13%	5%
CCOC(=O)Cc1csc(N/C(=N/S(=O)(=O)c2cc(Br)ccc2OCC)c2ccccc2)n1	3%	5	0%	-8%	6%	18%	35%	-7%	-9%
Cc1cc(F)ccc1NC(=O)C1CCC(CNS(=O)(=O)c2ccc3c(c2)CCCC(=O)N3)CC1 (stereo not given)	-4%	.	14%	-4%	1%	.	0%	3%	-17%
Cc1ccc(C)c(CN2C(=O)c3ccccc3S(=O)c3ccc(C(=O)N4CCN(c5ccccc5F)CC4)cc32)c1 (stereo not given)	-10%	.	-23%	3%	i	.	28%	-13%	-3%
O=C(O)c1oc2ccc(Br)cc2c1-n1cccc1	1%	8	3%	6%	-2%	12%	13%	-18%	-12%
O=C(Nc1ccc2oc(-c3cccc(F)c3)nc2c1)c1ccccc1F	0%	2	24%	-5%	2%	-1%	12%	-11%	-16%
CC1Cc2ccccc2N1Cc1cccc(S(=O)(=O)N(C)C)c1 (stereo not given)	-6%	-2	-3%	-9%	-5%	2%	12%	-1%	-20%
CCOC(=O)c1ccc(NC(=O)CCC(=O)NCc2ccco2)cc1	-3%	3	37%[activator]	-1%	-9%	-9%	24%	7%	-10%
O=C(O)C1CC=CCC1C(=O)Nc1cccc(C(=O)N2CCCCC2)c1 (stereo not given)	5%	-14	14%	2%	-9%	1%	-2%	-11%	3%
CCOC(=O)C(NC(=O)N(C)C)(Nc1sc(C)c(CC)c1C#N)C(F)(F)F (stereo not given)	1%	1	138%[activator]	1%	0%	-8%	-2%	-13%	-12%

Just POLH inh, POLK inh and Anesthetic bind, for some of the entries so far:
| smiles | POLH inh | POLK inh | Anesthetic bind |
| --- | --- | --- | --- |
| O=C(O)CC(CC(=O)Nc1ccc(N2CCOCC2)cc1)c1ccccc1 (stereo not given) | -19% | 2% | -4% |
| Cc1ccc(S(=O)(=O)NCc2ccc(C(=O)N3CCN(Cc4ccccc4)CC3)cc2)cc1 | 3% | -2% | -2% |

The main list resumes with the 2 entries that preceded the break.
SMILES	BLM inh	RXFP1 antag	Pol iota inh	Anesthetic bind	PGK inhibitor	APEX1 inh	POLB inh	POLK inh	POLH inh
O=C(O)C1CC=CCC1C(=O)Nc1cccc(C(=O)N2CCCCC2)c1 (stereo not given)	5%	-14	14%	2%	-9%	1%	-2%	-11%	3%
CCOC(=O)C(NC(=O)N(C)C)(Nc1sc(C)c(CC)c1C#N)C(F)(F)F (stereo not given)	1%	1	138%[activator]	1%	0%	-8%	-2%	-13%	-12%
Cc1c(Cl)c([N+](=O)[O-])nn1CC(=O)NCC(C)C	-3%	-8	36%[activator]	-3%	1%	3%	28%	-9%	-8%
NC(=O)CSc1ncc2c(n1)-c1ccccc1N(Cc1ccc(F)cc1)S2(=O)=O	-3%	0	-10%	1%	-3%	.	-24%	-5%	-2%
Cc1sc2nc(SCC(N)=O)n(-c3ccccc3)c(=O)c2c1C	0%	-5	120%[activator]	-1%	3%	-4%	40%	2%	-17%
COc1ccc(-n2cnnc2SCC(=O)Nc2cccc(S(N)(=O)=O)c2)cc1	-2%	9	19%	4%	0%	-9%	1%	-6%	-10%
COC(=O)c1ccccc1NC(=O)Nc1ccc(Cl)cn1	6%	-9	57%[activator]	-8%	-2%	4%	0%	-3%	-19%
CCCn1c(=O)c2ccccc2n2c(SCc3nnc(-c4ccccc4Br)o3)nnc12	1%	-2	14%	-15%	-4%	0%	-10%	-8%	-11%
COC(=O)c1sc2ncn(CC(=O)NCCc3ccc(OC)c(OC)c3)c(=O)c2c1C	-3%	-3	11%	-6%	-6%	-3%	-14%	-6%[60.1 µM]	28%
Cc1ccc(S(=O)(=O)N2CCOCC2)cc1NC(=O)COC(=O)c1ccc(Cl)nc1	.	0	8%	.	8%	4%	.	-7%	-2%
CC(C)(C)N1CC23C=CC(C[C@@H]2C1=O)O3 (stereo not given in full)	.	.	-13%	.	-8%	28%	.	11%	-9%
CCOC(=O)c1ccc(Nc2nc(C)cc(C)c2C#N)cc1	1%	-22	-10%	-10%	.	-6%	-3%	-5%	-2%
COc1ccc(CN(C)C(=O)CCc2ccc(S(=O)(=O)N3CCCCCC3)cc2)c(OC)c1	.	10	18%	.	-8%	-9%	.	-19%	-16%
Cc1cc2nc(C)n(CCCNC(=O)Nc3ccc(F)cc3)c2cc1C	-2%	-16	-9%	?	6%	-5%	-5%	-2%	-2%
COc1ccc(NC2CCCN(C(=O)c3ccc(OC)cc3OC)C2)cc1 (stereo not given)	-1%	8	?	-4%	-12%	-3%	24%	-5%	-21%
O=C(Cn1c(-c2cccs2)cc2cc(Cl)ccc21)N1CCCCC1	-8%	-24	-5%	39%[activator]	-6%	.	0%	-7%	-22%
O=S(=O)(CCN1CCOCC1)c1ccc(Cl)cc1	.	3	-4%[58.9 µM]	.	3%	.	.	-8%	-9%
Cc1ccccc1NC(=O)C(=O)NCCc1ccccc1	-1%	-2	151%[activator]	5%	7%	-1%	31%	-8%	-10%
Cn1cc(Br)c(C(=O)NNC(=O)c2ccccc2)n1	-2%	15	8%	-9%	-8%	2%	0%	-6%	0%
COc1cccc(N2CCN(c3ccc(S(=O)(=O)N4CCCC4)cc3)CC2)c1	3%	.	-10%	-6%	5%	14%	33%	-8%	-10%
Cc1cccc(NC(=O)CSc2nnc3ccc(-c4ccccn4)nn23)c1	.	-7	47%[activator]	.	-2%	41%	.	2%	-9%
O=C(/C=C/c1cccc([N+](=O)[O-])c1)NCCN1C(=O)S/C(=C\c2ccc(F)cc2)C1=O	-3%	.	10%	3%	i	-2%	3%	-15%	-9%
O=C(Nc1ccc(N2C(=O)c3cccc4cccc(c34)C2=O)cc1)c1ccc(N2CCCCC2)c([N+](=O)[O-])c1	-2%	6	0%	-7%	-2%	-7%	7%	-12%	-13%
CC1CN=C(NC(=O)c2cccc([N+](=O)[O-])c2)S1 (stereo not given)	-2%	10	-15%	-9%	-2%	1%	-2%	-12%	-2%
O=C1CN(C(=O)COC(=O)CNC(=O)c2ccc(Cl)cc2)c2ccccc2N1	2%	-6	13%	-4%	-2%	-4%	26%	-14%	0%
O=C(NC(=S)Nc1ccc(-c2nc3ncccc3o2)cc1)c1ccccc1F	-13%	4	90%[activator]	-7%	i	16%	3%	-1%	-25%
CCOCCn1c(N2CCN(c3ccccc3)CC2)nc2c1c(=O)n(C)c(=O)n2C	-2%	-9	11%	4%	i	1%	-21%	-15%	-10%
COc1cccc(-c2cc(C(F)(F)F)nc(-n3ccc([N+](=O)[O-])n3)n2)c1	-1%	6	?	-4%	i	-2%	-19%	3%	1%
Cc1c(NC(=O)COC(=O)Cc2ccc(Br)cc2)c(=O)n(-c2ccccc2)n1C	.	7	-16%	.	-6%	-3%	.	-9%	3%
Cc1ccc(/C=N/NC(=O)c2nnn(-c3nonc3N)c2CN(C)C2CCCCC2)cc1	2%	3	13%	-1%	9%	4%	-3%	-8%	-16%
